Screening data deposited in PubChem by National Center for Advancing Translational Sciences (NCATS).
TDP1 cell noCPT = qHTS for Inhibitors of human tyrosyl-DNA phosphodiesterase 1 (TDP1): qHTS in cells in absence of CPT. hit rate 15% among 420,000. AID 686978, 2013. DT40 Tdp1-/- hTDP1 cells, no CPT, ATP luminescence, 48 h. Potency, µM (highest dose often 46.2 µM), for inactives: top-dose activity change, negative = growth inhibition, hits mostly inhibitors; also: nearly all actives have a fitted effect of over 55% in size
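No-CPT arm: Tdp1-/-;hTDP1 DT40 cells (400/well) plus compounds, incubated ≥48 hr at 37 °C. Readout CellTiter-Glo luminescence.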
TDP1 inh = inhibitors of human tyrosyl-DNA phosphodiesterase TDP1; Q9NUW8; recombinant TDP1, AlphaScreen DNA substrate cleavage; Potency, µM (doses to about 130 µM), inactives show at the highest dose activity change, negative = inhibition, most hits filed as inhibitors; hit rate 0.28% among 350,000; also: nearly all actives have a fitted effect of over 40% in size
Target sequence (Q9NUW8 whole entry, looked up): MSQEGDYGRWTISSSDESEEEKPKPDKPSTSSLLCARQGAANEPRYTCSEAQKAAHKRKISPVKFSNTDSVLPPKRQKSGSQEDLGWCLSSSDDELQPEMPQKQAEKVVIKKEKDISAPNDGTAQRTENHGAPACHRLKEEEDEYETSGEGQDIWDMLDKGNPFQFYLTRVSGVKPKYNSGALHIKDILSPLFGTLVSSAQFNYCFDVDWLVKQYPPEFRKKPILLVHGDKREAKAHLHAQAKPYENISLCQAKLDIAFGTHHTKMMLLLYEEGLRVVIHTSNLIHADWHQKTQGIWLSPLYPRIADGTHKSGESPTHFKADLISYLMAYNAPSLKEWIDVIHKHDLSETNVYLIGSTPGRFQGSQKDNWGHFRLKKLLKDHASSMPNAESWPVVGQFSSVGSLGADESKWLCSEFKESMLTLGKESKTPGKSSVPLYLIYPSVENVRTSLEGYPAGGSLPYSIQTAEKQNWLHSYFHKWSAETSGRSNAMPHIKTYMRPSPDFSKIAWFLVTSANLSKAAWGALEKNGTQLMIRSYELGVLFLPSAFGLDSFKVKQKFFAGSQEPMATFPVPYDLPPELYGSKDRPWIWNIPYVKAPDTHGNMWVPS
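Enzyme-compound mixtures sat 15 min at room temperature, followed by a 5 min reaction with 15 nM final substrate and 10 min with AlphaScreen beads. Recombinant human Tdp1 was used at 1 nM final.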
DT40 TDP1 CPT = DT40-hTDP1 cell growth loss with CPT; hit rate 12% among 420,000; chicken DT40 Tdp1-/-;hTDP1 cells + 20 nM CPT, ATP luminescence, 48 h; Potency, µM (titrated, usually from 46.2 µM), inactives show at the highest dose activity change, negative = growth inhibition, actives largely listed as inhibitors; also: nearly all actives have a fitted effect of over 55% in size
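Cell growth measured by CellTiter-Glo luminescence after a minimum 48 h, 37 C compound exposure with 20 nM CPT in Tdp1-knockout DT40 cells stably expressing hTDP1, seeded 400/well; qHTS titration format.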
Numbers without * were called inactive; ? = inconclusive; / = no result given; [ ] = dose if it differs, or a comment. Calls follow the shape of the dose curve; as a rule, active = well fitted curve in the direction sought with a large enough effect; inconclusive = small, poorly fitted or top-dose-only effect, or another doubt; inactive = no such curve, though single readings can be large; an effect the other way counts as inactive or inconclusive. % is scaled to controls: 0 for no effect and ±100 for the full control effect; potency is read from the fitted curve at half-maximal effect.

Preview:
Values run as follows: TDP1 cell noCPT	TDP1 inh	DT40 TDP1 CPT
1) CCN1C(=O)N[C@H](c2ccc(Br)cc2)C(C(=O)OC)=C1C
→ -16%	7%[21 µM]	-5%
2) CSc1ncccc1C(=O)N(C)CC(=O)Nc1cccc(F)c1
→ 2%	0%	0%
3) COc1cc(C)ccc1OCCOCCOc1cccc2ccc(C)nc12
→ 16µM*	-5%	16µM*
4) CCc1nc2c(OCc3ccccc3OC)cccn2c1N(C)C(=O)C(C)C
→ ?	/	?
5) CCOc1ccc(-c2cc(NC(=O)c3ccc(C)cc3)c(C(=O)OC)s2)cc1
→ -18%	-3%	-13%

Results, from the first entry:
Values run as follows: TDP1 cell noCPT	TDP1 inh	DT40 TDP1 CPT
1) CCN1C(=O)N[C@H](c2ccc(Br)cc2)C(C(=O)OC)=C1C
→ -16%	7%[21 µM]	-5%
2) CSc1ncccc1C(=O)N(C)CC(=O)Nc1cccc(F)c1
→ 2%	0%	0%
3) COc1cc(C)ccc1OCCOCCOc1cccc2ccc(C)nc12
→ 16µM*	-5%	16µM*
4) CCc1nc2c(OCc3ccccc3OC)cccn2c1N(C)C(=O)C(C)C
→ ?	/	?
5) CCOc1ccc(-c2cc(NC(=O)c3ccc(C)cc3)c(C(=O)OC)s2)cc1
→ -18%	-3%	-13%
6) N#Cc1c(NC(=O)COC(=O)c2nccnc2N)sc2c1CCCC2
→ -7%	-5%	1%
7) CCOC(=O)/C(C(=Nc1ccccc1)Nc1ccccc1)=C(\C)O
→ ?	/	?
8) CN(C(=O)CSc1nc2sc3c(c2c(=O)n1C)CCC3)C1CCS(=O)(=O)C1 (centres undefined)
→ ?	-7%	-29%
9) COc1ccc(NC(=O)CS(=O)c2ccccc2Cl)cc1 (centres undefined)
→ 0%	3%	-1%
10) O=C(COC(=O)c1cnccn1)NC1CCCc2ccccc21 (centres undefined)
→ 11%	0%	-9%
11) COc1ccc(N(C(=O)c2snc(C(N)=O)c2N)C(C(=O)NC2CCCC2)c2ccco2)cc1 (centres undefined)
→ ?	/	3%
12) CC(=O)c1cccc(Nc2cc(C)nc3ccc(C)cc23)c1
→ ?	/	?
13) COc1ccc(C2=NN(CC(=O)NCCCN(C)c3ccccc3)C(=O)CC2)cc1
→ 15µM*	4%	?
14) CC(Oc1ccc(Cl)cc1C(N)=O)C(=O)N1CCc2ccccc21 (centres undefined)
→ ?	1%	?
15) Clc1ccc(-c2ccc(C=Nc3ccc(N4CCOCC4)cc3)o2)c(Cl)c1
→ -8%	5%	-5%
16) CCCCOc1ccc(CONS(=O)(=O)c2ccc(NC(C)=O)cc2)cc1Cl
→ 15µM*	-5%	13µM*
17) COc1cc(OC)cc(C(=O)NCC(=O)NCCN2C(=O)S/C(=C\c3ccc4c(c3)OCO4)C2=O)c1
→ 18µM*	/	?
18) COCC1CCN(C(=O)c2cc(COc3ccc(F)cc3Cl)on2)C1 (centres undefined)
→ ?	/	?
19) Cc1ccc(S(=O)(=O)Nc2ccc(C(=O)NC3CC3)cc2)cc1
→ 12%	4%[56.1 µM]	-12%
20) COc1ccc(NCc2ccc3c(c2)OCO3)cc1Cl
→ -16%	8%	-12%
21) Cc1cc(C)cc(Oc2coc3c(CN(C)C)c(O)ccc3c2=O)c1
→ -2%	/	-6%
22) CC(=O)c1c(C(C)=O)c(C)n(C(c2ccccc2)c2ccccc2)c1C
→ 21µM*	7%	?
23) CCOC(=O)[C@]12CCC=C1N(Cc1ccco1)C(=O)[C@H](CC(=O)N1CCN(C(=O)C3CC3)CC1)C2
→ -2%	/	16%
24) CCOc1ccc(N(Cc2ccccc2)C(=O)c2nc(SCC)ncc2Cl)cc1
→ 6.5µM*	0%	29µM*
25) CCOC(=O)C1(Cc2cccc(F)c2)CCN(C(=O)c2ccoc2C)CC1
→ ?	5%	?
26) N#CCSC1=Nc2ccccc2C2=NC(CCC(=O)N3CCN(c4ccccc4)CC3)C(=O)N12 (centres undefined)
→ -26%	5%	-9%
27) Cc1ccc(N2CC(C(=O)Oc3cccc(N4C(=O)CCC4=O)c3)CC2=O)cc1 (centres undefined)
→ 4%	2%	-12%
28) Cc1ccc(C(=O)NCCNS(=O)(=O)c2ccccc2)cc1
→ ?	1%	-14%
29) Cc1cc(NC(=O)CSc2nc3c(c(=O)n2-c2ccc(Cl)cc2)SCC3)no1
→ -13%	/	1%
30) CCNc1ncc2nc(-c3ccc(Cl)cc3)c(=O)n(C3CC3)c2n1
→ -4%	/	3%
31) COc1ccc(C(=O)NC(=S)Nc2ccc(N3CCN(C(C)=O)CC3)cc2)cc1[N+](=O)[O-]
→ ?	3%	-29%
32) Cc1nn(CC(=O)Nc2ccc(C#N)cc2)c(C)c1[N+](=O)[O-]
→ -30%	3%	?
33) CC(C)Sc1nc2c(cnn2-c2ccc(F)cc2)c(=O)[nH]1
→ -9%	5%	-1%
34) O=C(Nc1ccc(F)c(Cl)c1)C1CCCN(S(=O)(=O)c2cccc3nsnc23)C1 (centres undefined)
→ 23µM*	9%	16µM*
35) CCOc1ccc(NC(=O)C2CCC(N3C(=O)C4CC=CCC4C3=O)CC2)cc1 (centres undefined)
→ -29%	-5%	-12%
36) CCCCCCNS(=O)(=O)c1ccc(NC(=O)C2CCCO2)cc1 (centres undefined)
→ 10µM*	5%	9.2µM*
37) Cc1ccc(NS(=O)(=O)c2cc(C(=O)N3CCCC3)ccc2C)cc1C
→ -29%	0%	?
38) CCC1CCCCN1CCCNC(=O)c1ccc2c(c1)N(Cc1cccc(Cl)c1)C(=O)c1ccccc1S2(=O)=O (centres undefined)
→ ?	7%	?
39) O=C(c1nn2c(C(F)(F)F)cc(-c3ccc(F)cc3)nc2c1Cl)N1CCOCC1
→ ?	6%	?
40) COCCCNC(=O)c1c(N)n(-c2cccc(S(N)(=O)=O)c2)c2nc3ccccc3nc12
→ ?	-1%	?
41) Cc1cc(C)cc(C(=O)NCC(=O)OCC(=O)N2CCCCC2)c1
→ 0%	0%	-7%
42) Cc1ccc(C)c(N(CC(=O)NCc2ccc3c(c2)OCO3)C(=O)CCC(=O)Nc2ccccn2)c1
→ ?	1%	?
43) CCN(CC)C(=O)COc1ccc(-c2nnc(Nc3ccc(OC)c(C(=O)NC)c3)c3ccccc23)cc1
→ 21µM*	8%	?
44) COc1cc2c(cc1OC)CN(C(=O)c1ccco1)CC2
→ -6%	-1%	1%
45) COc1ccc(-c2cc(C(=O)Nc3cc(C)ccc3O)no2)cc1
→ 4%	/	2%
46) O=C(N/N=C/c1cc2c3c(c1O)CCCN3CCC2)c1ccccc1O
→ 4.6µM*	13%	3.7µM*
47) COc1ccc(-c2ccc3ccccc3n2)cc1
→ 3%	-5%	9%
48) COc1ccc2nc(N3CCCCC3)c(C#N)cc2c1
→ -22%	40µM*	?
49) C(=N\Nc1ccccn1)/c1ccc(N2CCOCC2)cc1
→ 16µM*	-9%	23µM*
50) CC(=O)Nc1ccc2nc(CN3CCC(CO)(CCc4ccccc4)CC3)ccc2c1
→ ?	/	?
51) CCCOc1ccccc1OCC(=O)Nc1ccc(S(=O)(=O)N2CCCC2)cc1
→ 16µM*	7%	?
52) Cc1cc(S(=O)(=O)Cc2noc(-c3c(C)noc3C)n2)c(C)cc1Cl
→ -30%	5%	-13%
53) O=C1C2C3C=CC(C3)C2C(=O)N1c1ccc(-c2nc3ccccc3o2)cc1 (centres undefined)
→ -16%	-3%	-1%
54) c1ccc2c(c1)ccc1nnc(SCc3ccc4c(c3)OCO4)n12
→ -21%	-4%	10%
55) O=C(/C=C(\O)c1ccccc1)C(=O)NNC(=O)c1ccccc1[N+](=O)[O-]
→ 0%	/	-12%
56) CC(C)NC(=O)C1(C)CCCCCN1C(=O)c1ccc(-c2ccccc2)cc1 (centres undefined)
→ 9.2µM*	/	18µM*
57) COc1ccc(/C(C)=N\NC(=O)C(c2ccncc2)N2CCOCC2)cc1 (centres undefined)
→ 3%	/	-4%
58) CC(=O)Nc1ccc(CN(C)c2c(C)nc3ccc(C(=O)NC4CCN(Cc5ccccc5)CC4)cn23)cc1
→ ?	/	?
59) Cc1cccc(C)c1NC(=O)C1(C)CN(S(C)(=O)=O)CC(=O)N1Cc1cccc(F)c1 (centres undefined)
→ -4%	/	6%
60) O=C(Nc1ccc(S(=O)(=O)N2CCCC2)cc1)C1CCCCC1
→ ?	-3%	-14%

Some of these compounds in order of count of non-hydrogen atoms, lowest first.
Values run as follows: TDP1 cell noCPT	TDP1 inh	DT40 TDP1 CPT
57) COc1ccc(/C(C)=N\NC(=O)C(c2ccncc2)N2CCOCC2)cc1 (centres undefined)
→ 3%	/	-4%
51) CCCOc1ccccc1OCC(=O)Nc1ccc(S(=O)(=O)N2CCCC2)cc1
→ 16µM*	7%	?
50) CC(=O)Nc1ccc2nc(CN3CCC(CO)(CCc4ccccc4)CC3)ccc2c1
→ ?	/	?

Continuation.
Values run as follows: TDP1 cell noCPT	TDP1 inh	DT40 TDP1 CPT
61) Cc1cc([N+](=O)[O-])nn1Cc1ccc(F)cc1
→ -28%	-1%	1%
62) O=C(C[C@H]1C/C=C\CC[C@@H](Cc2ccc(F)cc2)C(=O)OCCNC1=O)NCCO
→ -24%	1%	-21%
63) O=C(CN1C(=O)NC(Cc2c[nH]c3ccccc23)C1=O)Nc1cccc(S(=O)(=O)N2CCOCC2)c1 (centres undefined)
→ ?	7%	?
64) COc1cc(NC(=O)Nc2c[nH]c(=O)[nH]c2=O)cc(OC)c1OC
→ -5%	-3%	-10%
65) CCCS(=O)(=O)c1c(S(=O)(=O)CCC)c2c(N)cccn2c1C(=O)c1ccc(OC)cc1
→ -18%	5%	-23%
66) O=C(C[n+]1cccc2cc(Cl)ccc21)c1ccc(Br)cc1
→ ?	/	?
67) CSc1ccc(CCNC(=O)c2ccc3c(Cl)c4c(nc3c2)CCCC4)cc1
→ 23µM*	3%	?
68) Cc1cc(CNC(=O)COc2ccccc2)c2ccccc2n1
→ ?	6%	-25%
69) Cc1cccc(N2CCN(C(=O)CCS(=O)(=O)c3ccc4c(c3)CC(=O)N4C)CC2C)c1 (centres undefined)
→ ?	3%	16µM*
70) Cc1ccc(C)c(NS(=O)(=O)c2cc3c4c(c2)C(C)C(=O)N4CCC3)c1 (centres undefined)
→ ?	0%	-27%
71) Cc1ccccc1C(=O)OCC(=O)N(C)c1c(N)n(Cc2ccccc2)c(=O)[nH]c1=O
→ 1%	0%	5%
72) O=C(CCCNS(=O)(=O)c1cccs1)N1CCN(c2ccc(F)cc2)CC1
→ ?	-1%	-21%
73) Cc1ccc(NC(=O)N2CCCC2C(=O)NCc2cccs2)cc1 (centres undefined)
→ 2%	2%	5%
74) CCN(CC(=O)Nc1cc(Cl)ccc1C)C(=O)CSCc1c(C)noc1C
→ -26%	-10%	-20%
75) CC1CCC2(CC1)NC(=O)N(CC(=O)NCc1ccc(F)cc1)C2=O (centres undefined)
→ -6%	1%	3%
76) CCCCn1cc(S(=O)(=O)c2ccc(OC)cc2)c(=O)c2cc(F)c(N3CCOCC3)cc21
→ ?	5%	?
77) CCOC(=O)NC(=O)COC(=O)CNC(=O)c1ccc(OCC)c(OCC)c1
→ 16%	-2%	0%
78) Cc1cc(C)cc(NC(=O)c2sc3nc(-c4ccccc4)cn3c2C)c1
→ 12µM*	4%	15µM*
79) CNC(=O)C1CC(=O)N(CCCc2ccccc2)C(=Nc2ccccc2)S1 (centres undefined)
→ -27%	-1%	-21%
80) Cc1nnc(SCC(=O)NCc2ccccc2Cl)[nH]c1=O
→ -8%	-1%	-10%
81) O=S(=O)(Nc1ccc(NS(=O)(=O)c2ccccc2)c(Cl)c1)c1ccccc1
→ -6%	/	2%
82) Cc1ccc(C)c(N2N=C(C(=O)OCc3nnc(-c4ccccc4)o3)CCC2=O)c1
→ 2%	/	-5%
83) CCOc1ccccc1C1C(C(=O)Nc2ccccc2)=C(C)Nc2nc(SCC(=O)c3ccc(C)cc3)nn21 (centres undefined)
→ 9.2µM*	5%	7.3µM*

In another format: results already given.
19: Cc1ccc(S(=O)(=O)Nc2ccc(C(=O)NC3CC3)cc2)cc1
20: COc1ccc(NCc2ccc3c(c2)OCO3)cc1Cl
21: Cc1cc(C)cc(Oc2coc3c(CN(C)C)c(O)ccc3c2=O)c1
22: CC(=O)c1c(C(C)=O)c(C)n(C(c2ccccc2)c2ccccc2)c1C
23: CCOC(=O)[C@]12CCC=C1N(Cc1ccco1)C(=O)[C@H](CC(=O)N1CCN(C(=O)C3CC3)CC1)C2
24: CCOc1ccc(N(Cc2ccccc2)C(=O)c2nc(SCC)ncc2Cl)cc1
25: CCOC(=O)C1(Cc2cccc(F)c2)CCN(C(=O)c2ccoc2C)CC1

assay / compound,19,20,21,22,23,24,25
TDP1 cell noCPT,12%,-16%,-2%,21µM*,-2%,6.5µM*,?
TDP1 inh,4%[56.1 µM],8%,/,7%,/,0%,5%
DT40 TDP1 CPT,-12%,-12%,-6%,?,16%,29µM*,?
